Screens deposited in PubChem BioAssay by National Center for Advancing Translational Sciences (NCATS).
Tb PGK inh = qHTS Assay to Find Inhibitors of Phosphoglycerate Kinase; AID 602233, 2012; PGK/GAPDH coupled, Kinase-Glo luminescence, 60 min; 0.043% of 380,000 active; Potency, µM (titrated, usually from 57.5 µM), for inactives: at the top dose activity change, negative = inhibition, actives largely listed as inhibitors; also: potency is read from the fitted curve at half-maximal effect; % is scaled to controls: 0 for no effect and ±100 for the full control effect; nearly all actives have a fitted effect of over 60% in size
Target sequence (P07378 whole entry, looked up): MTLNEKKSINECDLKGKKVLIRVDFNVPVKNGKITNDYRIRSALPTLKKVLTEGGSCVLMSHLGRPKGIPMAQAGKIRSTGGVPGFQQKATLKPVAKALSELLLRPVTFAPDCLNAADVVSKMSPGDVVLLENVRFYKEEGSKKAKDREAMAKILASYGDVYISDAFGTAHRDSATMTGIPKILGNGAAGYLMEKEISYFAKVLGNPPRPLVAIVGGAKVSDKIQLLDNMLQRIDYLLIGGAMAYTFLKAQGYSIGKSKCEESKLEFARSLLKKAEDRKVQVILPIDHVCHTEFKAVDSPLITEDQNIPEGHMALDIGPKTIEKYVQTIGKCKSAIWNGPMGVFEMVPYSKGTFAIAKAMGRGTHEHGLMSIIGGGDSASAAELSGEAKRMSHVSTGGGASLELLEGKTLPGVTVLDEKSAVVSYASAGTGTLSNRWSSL
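Luminescent ATP detection (Kinase-Glo Plus) follows a 60-minute room-temperature incubation, with wells lacking PGK as controls. Buffer: 100 mM TEA (pH 7.6), 5 mM MgCl2, 0.01% Tween-20. Coupling enzyme GAPDH (100 nM final) supplies unstable 1,3-BPG in-well.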
JMJD2A Tudor inh = qHTS Assay for Inhibitors of JMJD2A-Tudor Domain | 4.4% of 390,000 active | Potency, µM (titrated, usually from 114 µM), without a hit: at the highest dose activity change, negative = inhibition, hits mostly inhibitors | Lysine-specific demethylase 4A (Homo sapiens), O75164 | AlphaScreen JMJD2A-Tudor / H3K4me3 peptide binding; also: potency is read from the fitted curve at half-maximal effect; % is scaled to controls: 0 for no effect and ±100 for the full control effect; nearly all actives have a fitted effect of over 50% in size
BAZ2B block = qHTS Assay for Inhibitors of BAZ2B. Bromodomain adjacent to zinc finger domain protein 2B (Homo sapiens), Q9UIF8. AlphaScreen BAZ2B-H3K14Ac peptide displacement. Potency, µM (top dose mostly 114 µM), for inactives: at the highest dose activity change, negative = inhibition, hits mostly inhibitors. 4.4% of 360,000 active; also: potency is read from the fitted curve at half-maximal effect; % is scaled to controls: 0 for no effect and ±100 for the full control effect; nearly all actives have a fitted effect of over 60% in size
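BAZ2B 50 nM plus b-H3(5-23)K14Ac 50 nM, PBS pH 7.4/0.01% Tween-20, 30 min RT; compound added (max 110 uM), 30 min RT; streptavidin donor/Ni-chelate acceptor beads 10 ug/mL final, 20 min dark; AlphaScreen read.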
ERG-DNA inh = qHTS for Small Molecule Inhibitors of the ERG Ets/DNA interaction; Transcriptional regulator ERG (Homo sapiens), P11308; fluorescence polarization, His-ERG Ets domain / labelled DNA; AID 624246, 2012; 0.028% of 370,000 active; Potency, µM (series often up to 76.9 µM), inactives show at the top dose FP activity, negative = inhibition, most hits filed as inhibitors; active = well fitted inhibition curve with a large enough effect in the polarisation, with a control signal flat; inconclusive = small, poorly fitted or top-dose-only effect, or effect the other way, or a change in a side signal; inactive = no such curve, though single readings can be large or run the other way; the % refers to the polarisation;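 also: polarization taken with two DNA probes labelled with fluorescein and Texas red; potency is read from the fitted curve at half-maximal effect; % of control where 0% means no effect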
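His-tagged ERG Ets domain (1 uM in the protein solution; 300mM KCl, 50mM Tris-HCl, 1mM EDTA, 1mM DTT, pH 7.5) received compound, then a probe mix of 5 nM fluorescein-DNA and 100nM Texas-615-DNA. Fluorescence polarization was read for both dyes.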
G9a block = qHTS Assay for Inhibitors of Histone Lysine Methyltransferase G9a | Histone-lysine N-methyltransferase EHMT2 (Homo sapiens), Q96KQ7 | G9a H3K9 monomethylation, AlphaScreen, 2 h | Potency, µM (series often up to 102 µM), inactives show top-dose activity, negative = inhibition, usual class: inhibitors | 8.8% of 350,000 active | AID 504332, 2011; also: potency is read from the fitted curve at half-maximal effect; % is scaled to controls: 0 for no effect and ±100 for the full control effect; nearly all actives have a fitted effect of over 75% in size
Target sequence (Q96KQ7 913-1193 limits assumed): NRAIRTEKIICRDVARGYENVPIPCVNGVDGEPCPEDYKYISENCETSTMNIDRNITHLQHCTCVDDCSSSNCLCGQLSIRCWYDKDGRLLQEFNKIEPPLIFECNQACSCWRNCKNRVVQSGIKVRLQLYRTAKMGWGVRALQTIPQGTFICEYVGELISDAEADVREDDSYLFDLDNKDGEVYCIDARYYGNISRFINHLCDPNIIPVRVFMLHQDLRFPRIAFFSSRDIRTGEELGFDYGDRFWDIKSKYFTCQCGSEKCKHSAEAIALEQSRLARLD
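Signal arises when biotinylated H3K9 peptide, once monomethylated, bridges streptavidin donor and antibody-captured acceptor beads. Enzyme at 20 nM was preincubated 15 min with test compounds; peptide 500 nM and SAM 20 uM then reacted for 2 h.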
GLS inh = qHTS for Inhibitors of Glutaminase (GLS); Potency, µM (series often up to 45.5 µM), for inactives: at the highest dose activity change, negative = inhibition, hits mostly inhibitors; Glutaminase kidney isoform, mitochondrial (Homo sapiens), O94925; AID 624170, 2012; 0.21% of 410,000 active; GLS enzymatic activity, qHTS titration; also: potency is read from the fitted curve at half-maximal effect; % is scaled to controls: 0 for no effect and ±100 for the full control effect
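hKGA in 45 mM KH2PO4 pH 8.2, 0.02% Tween-20 with pin-transferred compounds; 1 mM L-glutamine (stock) plus glutamate oxidase/HRP/Amplex Red coupling added. Fluorescence read initially and after 30 min at RT.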
Pin1 inhibitor = qHTS Assay to Find Inhibitors of Pin1; Pin1 FP peptide displacement, HiFluor488, 10 min; AID 504891, 2011; 0.009% of 390,000 active; Potency, µM (titrated, usually from 115 µM), for inactives: at the top dose activity, negative = inhibition, hits mostly inhibitors; active = well fitted inhibition curve with a large enough effect in the polarisation, with a control signal flat, not every such curve was filed as active; inconclusive = small, poorly fitted or top-dose-only effect, or effect the other way, or a change in a side signal; inactive = no such curve, though single readings can be large or run the other way; the % refers to the polarisation; also: potency is read from the fitted curve at half-maximal effect; % is scaled to controls: 0 for no effect and ±100 for the full control effect
Target sequence (Q13526 whole entry, looked up): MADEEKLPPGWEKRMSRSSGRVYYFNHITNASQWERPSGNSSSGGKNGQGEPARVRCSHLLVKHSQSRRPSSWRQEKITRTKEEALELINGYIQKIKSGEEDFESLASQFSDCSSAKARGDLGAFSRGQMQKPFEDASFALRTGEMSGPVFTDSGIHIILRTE
HP1b chromo inh = HTS for Inhibitors of HP1-beta Chromodomain Interactions with Methylated Histone Tails | AlphaScreen HP1-beta / biotin-H3K9me3 peptide binding | AID 540317, 2011 | Potency, µM (series often up to 114 µM), without a hit: top-dose activity change, negative = inhibition, most hits filed as inhibitors | 0.56% of 390,000 active | Chromobox protein homolog 1 (Homo sapiens), P83916; also: potency is read from the fitted curve at half-maximal effect; nearly all actives have a fitted effect of over 70% in size; inactives centre near 23
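AlphaScreen: HP1-beta (50 nM) preformed 30 min with biotin-H3(1-18)K9me3 peptide (50 nM) in PBS pH 7.4, 0.01% Tween-20. Compound added for 30 min at RT, then streptavidin donor/nickel chelate acceptor beads (10 ug/mL) for 30 min.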
PI4K2A inh = qHTS for small molecular inhibitors of PI4K2A. Phosphatidylinositol 4-kinase type 2-alpha (Homo sapiens), Q9BTU6. purified PI4K2A, ADP-Glo luminescence, 1 h; active compounds read low. activity change, negative = inhibition, % at 76.9 µM. 0.13% of 420,000 active. AID 1346378, 2018; in the data active = activity change below about -50%; inconclusive = mostly about -30% to -49%;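 also: -100% = wells without enzyme as full effect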
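PI4K2A activity was measured by ADP-Glo luminescence: enzyme (4 ug/mL stock) and phosphatidylinositol (1.2 mM stock) in Tris pH 7.5/MgCl2/EGTA/Triton X-100 buffer were reacted with ATP (300 microM stock) for one hour at ambient temperature.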
Numbers without * were called inactive; i = inactive; ? = inconclusive; · = not tested or not shown; [ ] = another dose, or the depositor's remark. Unless noted, calls follow the shape of the dose curve; as a rule, active = well fitted curve in the direction sought with a large enough effect; inconclusive = small, poorly fitted or top-dose-only effect, or another doubt; inactive = no such curve, though single readings can be large; an effect the other way counts as inactive or inconclusive.

Results follow in this order: Tb PGK inh | JMJD2A Tudor inh | BAZ2B block | ERG-DNA inh | G9a block | GLS inh | Pin1 inhibitor | HP1b chromo inh | PI4K2A inh
- Cc1cc(C)n(C(=O)CNC(=O)CCc2ccccc2)n1
  -2% | -4% | -36% | 2% | -3%[59 µM] | -1% | -1% | 17% | 2
- O=C(CSc1nc2ccccc2c(=O)n1-c1ccc(F)cc1)Nc1cc(S(=O)(=O)N2CCOCC2)ccc1Cl
  3% | -3% | -2% | 1% | 21%[59 µM] | 5% | 29% | 24% | -1
- CCOC(=O)Nc1ccc2c(COC(=O)C(NS(=O)(=O)c3ccc(Cl)cc3)C(C)O)cc(=O)oc2c1 (stereo unspecified)
  2% | ? | · | -8% | · | 9% | 0% | 1% | 3
- Cc1ccc(S(=O)(=O)c2c(N)n(NC(=O)c3ccccc3C)c3nc4ccccc4nc23)cc1
  -19% | -3% | 4% | 1% | ? | 1% | 16% | 33% | 0
- N#C/C(=C\c1ccccc1)C(=O)Nc1sc2c(c1C(N)=O)CCC2
  i | -9% | -5% | 3% | -4%[59 µM] | 1% | 13% | 29% | -11
- CC(C)C[C@H](NC(=O)Nc1ccccc1F)C(=O)O
  i | 6% | -12% | -1% | -32% | -3% | 1% | 25% | -2
- CC(=O)Nc1ccc(NC(=O)C2CCCN2S(=O)(=O)c2cccc(C(F)(F)F)c2)cc1 (stereo unspecified)
  -9% | 11% | -10% | 17% | 20% | -10% | 3% | 30% | 3
- CCCCNS(=O)(=O)c1cccc(S(=O)(=O)N2CCCC2)c1
  -9% | 0% | 3% | 0% | -6% | 4% | -3% | 22% | -1
- O=C(/C=C1\NC2(CCCC2)Cc2ccccc21)N1CCOCC1
  2% | 50µM* | ? | 6% | 32µM* | 12% | -5% | -17% | -8
- CC(C)Cn1c(N)c(C(=O)CSc2ncccn2)c(=O)n(C)c1=O
  5% | -9% | 10% | -2% | -6% | 1% | -2% | 14% | 1
- Cc1ccc(S(=O)(=O)NCC(c2ccc(N(C)C)cc2)N2CCc3ccccc32)cc1 (stereo unspecified)
  -2% | 14µM* | 6.3µM* | 0% | 11µM* | 8% | -8% | ? | 3
- CC(C)NC(=O)COc1coc(CN2CCN(C(=O)c3ccco3)CC2)cc1=O
  -2% | -13% | -9% | -5% | -45% | -15% | -4% | 17% | 4
- Cc1ccc2[nH]c(C)c(CCNC(=O)NC3CCCCC3)c2c1
  -1% | -5% | -10% | 3% | 4% | -5% | 2% | 16% | 5
- CCn1cc(C(=O)NCCCOC)c(=O)c2cc(S(=O)(=O)N(C)C3CCCCC3)ccc21
  -7% | -3% | 0% | 20% | ? | 2% | -7% | 21% | -9
- O=C(c1cc(-c2ccc(Cl)cc2)n(-c2ccc(Cl)c(Cl)c2)n1)N1CCOCC1
  -9% | -4%[11.4 µM] | -7% | -17% | -48% | -16% | -1% | -15% | -1
- CCCCCC(=O)Nc1ccc2oc(-c3ccncc3)nc2c1
  1% | 5% | 8% | 11% | -5%[59 µM] | 5% | 4% | 42%[activator] | -1
- Cc1onc(-c2ccccc2Cl)c1C(=O)OCC(=O)c1ccccc1
  0% | 19% | 22% | · | 69%[activator][59 µM] | -7% | 7% | 73% | -1
- Cc1cccc(-c2nnc(SCc3ccc(C#N)cc3)n2Cc2ccco2)c1
  9% | -26% | -36% | -5% | · | 6% | 4% | 10% | -2
- COc1ccc(CNc2nc(=S)[nH]c3cc(OC)c(OC)cc23)cc1
  -1% | ? | ? | -6% | 10µM* | -11% | -2% | 28% | -1
- CCN(CC)S(=O)(=O)c1cccc(-c2nnc(SCC(=O)NC)n2N)c1
  0% | -7% | 1% | -8% | -4% | -3% | -6% | 43%[activator] | 1

Results in GLS inh, ERG-DNA inh and JMJD2A Tudor inh, for four of the compounds above:
mol,GLS inh,ERG-DNA inh,JMJD2A Tudor inh
Cc1onc(-c2ccccc2Cl)c1C(=O)OCC(=O)c1ccccc1,-7%,·,19%
Cc1cccc(-c2nnc(SCc3ccc(C#N)cc3)n2Cc2ccco2)c1,6%,-5%,-26%
COc1ccc(CNc2nc(=S)[nH]c3cc(OC)c(OC)cc23)cc1,-11%,-6%,?
CCN(CC)S(=O)(=O)c1cccc(-c2nnc(SCC(=O)NC)n2N)c1,-3%,-8%,-7%

Next compounds follow:
Results follow in this order: Tb PGK inh | JMJD2A Tudor inh | BAZ2B block | ERG-DNA inh | G9a block | GLS inh | Pin1 inhibitor | HP1b chromo inh | PI4K2A inh
- CC(=O)c1sc(N/N=C/c2cccc([N+](=O)[O-])c2)nc1C
  7% | -14% | -34% | -5% | 9% | 9% | 1% | 10% | 0
- CCOC(=O)c1c(-c2ccc(OC)cc2)oc2cc(Br)c(O)cc12
  -8% | 0% | -3% | -7% | 28% | 0% | 2% | 26% | -1
- CCOC(=O)c1nc(-c2ccc3c(c2)OCO3)[nH]c1C
  -4% | -12% | -1% | 3% | -9%[59 µM] | -2% | -6% | 27% | -3
- COc1cccc(N2[C@@H](CC(=O)O)c3ccccc3S2(=O)=O)c1
  0% | -11% | · | -11% | · | 4% | 0% | 32% | 0
- Oc1c(C(Nc2nccs2)c2ccc(C(F)(F)F)cc2)ccc2cccnc12 (stereo unspecified)
  0% | 45µM* | 10% | -10% | -6% | -23% | -10% | 10% | 6
- O=C(CN1CCN(C(=O)c2cccc(F)c2)CC1)Nc1ccccc1F
  -1% | -14% | -22% | -1% | 56µM* | 1% | -1% | 27% | -1
- Cc1ccc(N2C(=O)N(CC(=O)Nc3ccc(C)cc3Cl)C(=O)C2C)cc1 (stereo unspecified)
  i | -12% | 1% | -15% | -5%[0.501 µM] | -5% | -1% | 19% | -7
- CC(=O)Nc1cccc(C(=O)OC(C)C(=O)Nc2ccc(S(=O)(=O)N3CCCC3)cc2)c1 (stereo unspecified)
  -6% | -3% | 11% | -17% | 50µM* | 0% | 1% | 22% | 2
- CN(C)c1ccc(/C=N/NC(=O)CCC(=O)NCc2ccccc2)cc1
  -9% | -14% | -2% | 1% | ? | 3% | 3% | 22% | 1
- Cc1cc(C)c(NC(=O)COC(=O)Cc2ccsc2)c(C)c1
  -9% | -15% | 1% | -5% | 15% | 8% | 2% | -2% | 3
- CCCCn1c(N)c(N(CCOC)C(=O)C2CCN(C(=O)c3ccc(Cl)cc3)CC2)c(=O)[nH]c1=O
  -6% | -3% | -6% | 18% | 56µM* | 1% | -1% | 35% | -1
- CCOC(=O)C(C)Sc1nc(=O)n2cccc(C)c2n1 (stereo unspecified)
  6% | -17% | -11% | 2% | -2% | 1% | ? | -5% | 6
- O=C(COC(=O)c1cccs1)NCc1ccc2c(c1)OCO2
  -2% | -4% | 22% | -4% | 44%[59 µM] | 3% | 1% | 21% | -1
- CC[C@]12c3[nH]c4cc(CCC(=O)N(C)C)ccc4c3CCN1C(=O)[C@@H](CC(=O)NCc1cccc(C(F)(F)F)c1)C[C@@H]2C(=O)N1CCN(C(=O)c2ccco2)CC1
  2% | -5% | · | -8% | · | 2% | 2% | 38% | -2
- COc1cc(/C=C(\C#N)C(=O)NC(C)C)ccc1OCc1ccc(C(=O)O)cc1
  -7% | -16% | -14% | -5% | ? | 1% | -9% | -6% | -1
- COc1ccccc1N(CC(=O)NC(C)(C)C)C(=O)Cn1nnc(-c2ccc(C)o2)n1
  3% | -13% | -6% | -2% | ? | 2% | 3% | 35% | 0
- CCOc1ccc(NC(=O)N2CC=C(n3c(=O)[nH]c4ccccc43)CC2)cc1
  -15% | -9% | -33% | -2% | -45%[59 µM] | 12% | -1% | 31% | 5
- CCCCN(CCCNC(=O)C1CCCN(S(=O)(=O)CCC)C1)Cc1ccccc1 (stereo unspecified)
  -2% | 10% | -16% | -26% | 8% | 1% | 0% | 35%[activator] | 1
- CCOC(=O)CCS(=O)(=O)c1nc(-c2ccccc2)cc(C(F)(F)F)n1
  i | -7% | -4% | 0% | 2.8µM* | -1% | 5% | 68%[activator] | 11
- C[C@@H]1C(c2cccc(Cl)c2)=NN(c2ccccc2)[C@H]1C(=O)N1CCOC1=O
  i | 108%[activator] | · | 3% | 255%[activator] | -5% | 13% | 300%[activator] | -3
